GPR151 ag: activates the human receptor GPR151; actives 1% (n = 650,000); PathHunter beta-arrestin GPR151 cells, luminescence; activation, % at 11.2 µM; in the data active = activation above about 4.9%;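 also: 0% = median of compound wells and 100% = cells with positive control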
Target sequence (Q8TDV0 whole entry, looked up): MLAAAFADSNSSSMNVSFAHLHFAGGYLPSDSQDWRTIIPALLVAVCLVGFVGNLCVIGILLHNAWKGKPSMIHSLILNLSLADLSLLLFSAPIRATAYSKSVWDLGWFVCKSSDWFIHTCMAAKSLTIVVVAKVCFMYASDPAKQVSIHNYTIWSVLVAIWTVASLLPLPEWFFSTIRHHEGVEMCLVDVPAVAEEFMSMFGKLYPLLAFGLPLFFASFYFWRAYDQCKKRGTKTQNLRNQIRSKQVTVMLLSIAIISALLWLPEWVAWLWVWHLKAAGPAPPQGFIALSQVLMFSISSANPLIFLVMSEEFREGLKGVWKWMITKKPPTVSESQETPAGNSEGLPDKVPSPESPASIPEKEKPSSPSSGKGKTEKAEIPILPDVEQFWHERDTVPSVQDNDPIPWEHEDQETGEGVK
FBW7 activator: human FBW7 E3 ligase activation, primary screen; normalized activity (activation), % at 26.1 µM; actives 0.13% (n = 650,000); AlphaScreen FBW7–phospho-cyclin E peptide binding, activator screen; Q969H0; in the data active = normalized activity above about 1.9%;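 also: purified mutant Fbw7 with reduced substrate affinity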
TEAD-YAP inh: TEAD-YAP interaction inhibition. HEK-TIYL cells, TEAD-Gal4/YAP UAS-luciferase luminescence. inhibition, % at 9.12 µM. actives 1.4% (n = 640,000); in the data active = inhibition above about 32%;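 also: 0% = median of test compound wells and 100% = reference inhibitor wells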
MITF inh: blocks human microphthalmia-associated transcription factor; O75030; AlphaScreen MITF homodimerization, bead proximity signal; inhibition, % at 2.6 µM; actives 0.91% (n = 650,000); in the data active = inhibition above about 50%;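 also: 0% = vehicle wells with protein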
Target sequence (O75030 whole entry, looked up): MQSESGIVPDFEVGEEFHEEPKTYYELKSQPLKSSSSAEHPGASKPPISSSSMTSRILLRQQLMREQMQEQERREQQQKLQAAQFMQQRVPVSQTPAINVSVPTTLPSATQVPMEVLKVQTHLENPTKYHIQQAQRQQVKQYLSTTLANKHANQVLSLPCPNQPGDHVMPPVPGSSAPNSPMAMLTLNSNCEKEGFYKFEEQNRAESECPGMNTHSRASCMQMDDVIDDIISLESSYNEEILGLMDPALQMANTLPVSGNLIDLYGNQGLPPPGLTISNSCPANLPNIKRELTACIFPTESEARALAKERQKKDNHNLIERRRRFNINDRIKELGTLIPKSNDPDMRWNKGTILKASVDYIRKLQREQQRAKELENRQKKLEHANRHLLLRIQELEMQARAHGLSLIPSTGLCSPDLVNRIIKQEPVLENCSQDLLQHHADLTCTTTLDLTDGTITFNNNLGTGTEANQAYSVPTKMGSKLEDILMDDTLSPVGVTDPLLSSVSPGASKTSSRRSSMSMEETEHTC
The depositor's hits bear a star.

SMILES	GPR151 ag	FBW7 activator	TEAD-YAP inh	MITF inh
COc1ccc(-c2noc(C3CCCN(C(=O)c4ccccc4C)C3)n2)cc1 (centres undefined)	0.7	-0.1	10	-9
COCc1cc(C)n(CC(=O)Nc2cccc(OC)c2)c(=O)c1C#N	-1.0	0.7	1	0
CCOC(=O)CC(=O)CSc1ccc2nnc(-c3ccccc3)n2n1	0.1	0.1	10	6
O=C(CSc1nnc(NC(=O)c2ccccc2)s1)NCc1cccs1	-0.7	-0.1	-18	1
N#Cc1ccc(NC(=O)Nc2ccc(NC(=O)Nc3ccc(C#N)cc3)cc2)cc1	1.5	-0.1	1	-12
CC(C)CC(=O)Nc1c2c(nn1-c1ccc([N+](=O)[O-])cc1)CSC2	1.2	-0.2	4	-1
Cc1csc(SCC(=O)Nc2ccc(I)cc2)n1	-0.8	-0.1	11	-4
CCN(CC)C(=O)C1CCCN(c2nc(NCCN(C(C)C)C(C)C)c3[nH]cnc3n2)C1 (centres undefined)	3.9	0.2	2	7
COc1cc(NC(=O)c2ccc(N3CC4CC(C3)c3cccc(=O)n3C4)c(NC(=O)Cc3c(F)cccc3Cl)c2)cc(OC)c1OC (centres undefined)	-0.3	-0.1	-2	-15
COCCNC(=O)c1ccc2c(=O)n(Cc3ccco3)c(SCC(=O)Nc3ccc(C)c(Cl)c3)nc2c1	-0.2	-0.1	19	22
Cc1ccc(NC(=O)Nc2cccnc2)cc1	-2.4	0.0	-33	21
O=C(Nc1ccccc1-c1nc2ccccc2s1)C1CCCN1S(=O)(=O)c1ccc(F)cc1 (centres undefined)	-1.1	0.4	-5	22
Cn1c(C(=O)NCCc2ccc(S(N)(=O)=O)cc2)cc2c(=O)n3ccccc3nc21	0.1	0.0	4	6
Cn1c2c(c(=O)n(C)c1=O)CN(C1CCCC1)CN2	0.0	0.0	-10	1
CCOc1ccc(/C(O)=C2\C(=O)C(=O)N(Cc3cccnc3)C2c2ccc(Cl)cc2)cc1 (centres undefined)	-1.5	0.7	1	4
Cc1ccc(-c2nnc(C3CCN(S(=O)(=O)c4cccc5nsnc45)CC3)o2)cc1	0.6	0.1	12	9
Cc1ccc(N2C(=O)C3CCCCC3C2=O)cc1 (centres undefined)	0.7	0.2	5	-2
Cc1ccc(N=C2NC(=O)CC(C(=O)Nc3ccc(Cl)cc3)S2)cc1C (centres undefined)	0.9	-0.1	6	78*
CCc1ccc(C2=NC(c3cccnc3)NC(c3cc(Br)ccc3O)C2)cc1 (centres undefined)	0.4	0.0	7	3
COc1ccc(Cl)c2sc(N3CCN(C(=O)C4CCCCC4)CC3)nc12	0.5	-0.2	2	8
O=C(Nc1ccc(Oc2ccccc2)cc1)c1cccs1	0.2	-0.1	8	34
CCOc1cc(-c2nc(-c3ccc(F)cc3)c(-c3ccc(F)cc3)[nH]2)ccc1O	-1.1	0.1	-3	16
COC(=O)C1=Cc2cc(OC)cc([N+](=O)[O-])c2OC1N1CCOCC1 (centres undefined)	0.3	0.0	-2	12
CCC(C)NC(=O)CN1C(=O)N(c2ccc(C)cc2)S(=O)(=O)c2ccccc21 (centres undefined)	-0.9	0.1	-1	2

4 compounds already listed, sorted by SMILES length, largest number first:
SMILES	GPR151 ag	FBW7 activator	TEAD-YAP inh	MITF inh
Cn1c(C(=O)NCCc2ccc(S(N)(=O)=O)cc2)cc2c(=O)n3ccccc3nc21	0.1	0.0	4	6
CCC(C)NC(=O)CN1C(=O)N(c2ccc(C)cc2)S(=O)(=O)c2ccccc21 (centres undefined)	-0.9	0.1	-1	2
CCc1ccc(C2=NC(c3cccnc3)NC(c3cc(Br)ccc3O)C2)cc1 (centres undefined)	0.4	0.0	7	3
Cn1c2c(c(=O)n(C)c1=O)CN(C1CCCC1)CN2	0.0	0.0	-10	1

The list goes on.
SMILES	GPR151 ag	FBW7 activator	TEAD-YAP inh	MITF inh
CCc1cccc(C)c1NC(=O)CSc1nccn1C	-0.8	1.1	0	17
Cc1ccc2nc(-c3ccc(NC(=S)NC(=O)c4cc5ccccc5o4)cc3)sc2c1	-1.1	-0.2	-15	-2
Cc1cc(NC(=O)C2(c3cc(-c4ccco4)on3)CC2)no1	1.8	0.1	3	14
CCN(CC)C(=O)C1CCCN(c2nc(NCCO)c3ncn(Cc4ccc(C(F)(F)F)cc4)c3n2)C1 (centres undefined)	-0.6	0.1	-13	9
O=S(=O)(c1ccc(Br)c2nsnc12)N1CCOCC1	-1.3	0.2	7	5
CCC(C)c1ccccc1OCC(=O)NNC(=O)Nc1cccc(Cl)c1 (centres undefined)	-0.3	-0.1	0	-12
COCC1CCN(c2nc3nonc3nc2N2CCCCCC2)CC1	1.4	0.0	6	6
COc1ccc(C(=O)CC2(O)C(=O)N(C(C)C)c3ccccc32)cc1 (centres undefined)	12*	0.1	-4	-17
Cc1ccc(Nc2cc(N3CCCCC3)c3nonc3c2[N+](=O)[O-])cc1C	0.0	0.4	3	5
C=CCN(C(=O)CNC(=O)c1cccs1)C(C(=O)NC1CCCC1)c1ccccc1 (centres undefined)	0.1	-0.2	-1	3
COc1ccccc1C(=O)Nc1cccc(N2CCC(N(C)Cc3nnc(C)o3)CC2)c1	1.0	0.0	7	0
O=C(/C=C\Nc1ccccc1O)c1ccc2ccccc2c1	2.1	0.3	-76	6

Copied from the list:
CCc1cccc(C)c1NC(=O)CSc1nccn1C in FBW7 activator: 1.1
COc1ccc(C(=O)CC2(O)C(=O)N(C(C)C)c3ccccc32)cc1 (centres undefined) in TEAD-YAP inh: -4

Later entries:
SMILES	GPR151 ag	FBW7 activator	TEAD-YAP inh	MITF inh
Cc1cc(C)nc(NC(=O)c2ccc([N+](=O)[O-])cc2Cl)c1	0.5	-0.3	1	2
CCCCNC(=O)c1ccc(Cn2c(=S)[nH]c3ccc(Br)cc3c2=O)cc1	-0.6	-0.1	1	-13
O=C(c1ccccc1F)n1c(SCc2ccccc2)nc2ccccc21	-2.5	0.2	-68	2
CCOc1ccc(S(=O)(=O)N2CCN(c3cccc(C)c3C)CC2)c2cccnc12	-1.3	-0.1	-12	3
N#Cc1ccc(-c2nc(-c3c(F)cccc3F)no2)cc1	1.9	0.5	-16	9
OC(COCc1ccc2c(c1)OCO2)CN1CCC(Cc2ccccc2)CC1 (centres undefined)	0.5	-0.1	6	7
COc1cccc(C(NC(=O)c2ccccn2)c2nccn2C)c1OC (centres undefined)	0.5	0.1	1	8
CCOC(=O)CSc1nnc(NC(C)=O)s1	-0.5	-0.2	7	10
Cc1ccc(C2C3=C(CC(C)(C)CC3=O)NC3=C2C(=O)CC(C)(C)C3)o1	0.0	-0.1	-12	-2
COc1cccc(NC(=O)N(Cc2ccsc2)Cc2ccccn2)c1OC	-2.3	0.4	0	10
COc1ccccc1NC(=O)C1=C(C)NC(SCc2ccccc2Cl)=C(C#N)C1c1ccccc1Cl (centres undefined)	0.6	0.0	9	-5
C/C(Nc1ccc2c(c1)OCO2)=C(/C#N)C(N)=O	-0.8	0.0	-5	8

The last 2 compounds of the part before are carried over, then new ones follow:
SMILES	GPR151 ag	FBW7 activator	TEAD-YAP inh	MITF inh
COc1ccccc1NC(=O)C1=C(C)NC(SCc2ccccc2Cl)=C(C#N)C1c1ccccc1Cl (centres undefined)	0.6	0.0	9	-5
C/C(Nc1ccc2c(c1)OCO2)=C(/C#N)C(N)=O	-0.8	0.0	-5	8
CSc1ccccc1C(=O)C1CCCN(C(=O)Cn2cnc3ccccc32)C1 (centres undefined)	0.6	0.0	-5	4
CC(C)(C)C(=O)N1CCC(c2[nH]ncc2-c2ccncc2)CC1	0.4	-0.2	12	1
CCOc1ccccc1-n1c(SCC(=O)NC(C)(C)C)nnc1-c1ccoc1C	-1.3	0.8	12	16
Cc1cccc(N=c2oc3c(C)ncc(CO)c3cc2C(=O)Nc2cccc(C)c2)c1	-0.6	-0.1	-7	-6
Cc1cc(N2CCN(C)CC2)nc2ccc(NC(=O)CCC(=O)N3CCCCCC3)cc12	-0.7	0.1	-2	0
N#Cc1nc(-c2cccc(Cl)c2)oc1N1CCN(C(=O)c2ccccc2)CC1	-0.5	-0.1	-8	-12
O=C(CSCc1ccccc1)N1CCc2ccccc21	3.4	-0.1	-68	3
CCOC(=O)C(=O)Nc1sc(C(=O)Nc2cc(C)ccc2C)c(C)c1C(=O)OC	1.0	0.0	-16	-15
O=C1CC2(CCN(C(=O)c3ccccc3)CC2)Oc2ccccc21	-0.2	-0.1	6	10
NC(=O)CSc1nc(NCc2ccccc2)nc(N2CCOCC2)n1	-0.4	0.0	-1	-21
Cc1ccc(C2=CC(c3cccc([N+](=O)[O-])c3)n3ncnc3N2)cc1C (centres undefined)	0.0	-0.1	12	3
O=C1NC(=O)C(Cc2ccccc2)(C2CCN(Cc3cccc4nccnc34)CC2)N1 (centres undefined)	1.3	-0.1	-1	1
O=C(Nc1cccc(O)c1)C1CC(c2cccc(Br)c2)=NO1 (centres undefined)	1.3	0.0	-9	-1
CCOC(=O)C1=C(C)N=c2s/c(=C\c3ccco3)c(=O)n2C1c1ccccc1OC (centres undefined)	0.1	-0.1	0	8
O=C(O)c1ccc(NC2OC(CO)C(O)C2O)cc1 (centres undefined)	-1.5	-0.2	3	66*
CCOc1ccc(-n2c(C)cn3c4c(=O)n(CCOC)c(=O)n(C)c4nc23)cc1	0.1	-0.1	6	8
COc1ccc(C)cc1-n1nnnc1SCc1cn2c(C)cc(C)nc2n1	0.2	0.1	8	14
CC(=O)Nc1ccc(NC(=O)CSc2ccc(-c3ccc(Cl)cc3)nn2)cc1	0.2	-0.1	-6	-4
Cc1ccc(C)c(C(=O)COC(=O)c2ccc3nc(-c4ccccc4)c(-c4ccccc4)nc3c2)c1	1.5	0.3	1	4
O=C(Oc1ccc(OC(=O)C2CCCCC2)cc1)C1CCCCC1	-0.3	0.0	-4	-17
CCCNc1nc(Nc2cnccn2)nc(N(CC)CC)n1	2.1	-0.1	15	-2
COc1ccc(CCNC(=O)c2cc(C)cc(C)c2)cc1	-2.3	0.5	10	7
C=CCN(c1ccc(C(=O)NCc2ccc3c(c2)OCO3)cc1)S(C)(=O)=O	1.6	-0.2	-9	-7
COC(=O)c1ccccc1Oc1c(F)c(F)nc(NCCO)c1F	0.1	0.0	10	1
Cc1nc2nc(C)c(CCC(=O)N3CC(C)CC(C)C3)c(C)n2n1 (centres undefined)	-0.1	0.1	2	2
COc1cc(S(=O)(=O)N2CCc3ccccc3C2)ccc1F	2.9	-0.1	0	-1
CCC1(CCC(=O)N2CCCN(c3nc4ccccc4o3)CC2)CCC(=O)N1 (centres undefined)	-0.4	0.0	1	-3
CCOc1ccccc1N1CCN(Cc2cccc([N+](=O)[O-])c2)CC1	-1.2	0.1	3	46
Cn1c(=O)c2c(nc(SCC(=O)NC(C)(C)C)n2Cc2ccc(F)cc2)n(C)c1=O	0.0	0.5	0	20
CCCCS(=O)(=O)C1CCCCC1OC(=O)CCN1CCCCC1 (centres undefined)	-1.5	0.2	9	51*
COc1ccc(OCC(=O)Nc2ccc(C(F)(F)F)cc2)cc1	-1.1	0.0	14	5
Cc1nn2c(SCC(=O)Nc3ccc(F)cc3)nnc2[nH]c1=O	0.6	0.3	0	7
C#CCOc1ccccc1C=C1C(=O)NC(=S)NC1=O	-1.0	-0.6	-1	-8
COc1cc2nc(-c3ccc(C(=O)NC4CC4)cc3)nc(N)c2cc1OC	-2.2	0.1	-4	15
COc1ccc(NC(=O)Cc2nc(-c3ccc(OC)cc3)cs2)cc1	2.1	0.0	4	-15
O=C(Nc1cccc(Cl)c1)c1cccnc1	1.8	0.6	-5	-3

Whole records as entered above. Order of values: GPR151 ag, FBW7 activator, TEAD-YAP inh, MITF inh
COC(=O)c1ccccc1Oc1c(F)c(F)nc(NCCO)c1F is entered as 0.1, 0.0, 10, 1
CCOc1ccc(S(=O)(=O)N2CCN(c3cccc(C)c3C)CC2)c2cccnc12 is entered as -1.3, -0.1, -12, 3
O=C(CSc1nnc(NC(=O)c2ccccc2)s1)NCc1cccs1 is entered as -0.7, -0.1, -18, 1
CCOc1ccc(/C(O)=C2\C(=O)C(=O)N(Cc3cccnc3)C2c2ccc(Cl)cc2)cc1 (centres undefined) is entered as -1.5, 0.7, 1, 4

The results go on:
SMILES	GPR151 ag	FBW7 activator	TEAD-YAP inh	MITF inh
COc1ccccc1C(=O)NCC(=O)N=Nc1c(O)[nH]c2ccc([N+](=O)[O-])cc12	0.3	-0.1	-5	6
O=C(CSC1CC(=O)N(c2ccc(Br)cc2)C1=O)Nc1ccc(F)cc1 (centres undefined)	-1.4	0.0	16	6
Cc1cccc(-n2cc(-c3ccccc3)c3c(N(C)C4CCCCC4)ncnc32)c1	0.6	0.6	6	7
Cc1ccc(CNc2c3c(nc4nncn24)CCC3)cc1	2.8	-0.1	-7	-1
COc1cc(C(=O)NCC(C)(C)N2CCOCC2)ccc1OCc1ccccc1	2.0	-0.1	10	12
COc1cc(OC)c(/C=C2\SC(=Nc3cc(C)cc(C)c3)NC2=O)cc1Br	0.0	-0.1	0	5
CCOC(=O)C(C)N1C(=O)S/C(=C/c2ccc(N(C)C)c(Br)c2)C1=O (centres undefined)	0.0	0.3	-4	8
CNC(=O)COC(=O)/C=C/c1cn(-c2ccccc2)nc1-c1ccc2c(c1)OCCO2	0.0	0.1	3	8

Screening results: PubChem BioAssay, The Scripps Research Institute Molecular Screening Center
